ARFGAP1 inh = inhibitors of rat ARFGAP1 GAP activity, primary screen, biochemical, fluorescence polarization, GDP tracer | Arfgap1-stimulated ARF1 GTP hydrolysis, GDP FP detection | ADP-ribosylation factor GTPase-activating protein 1 (Rattus norvegicus), Q62848 | inhibition, % at 16.5 µM | hit rate 0.26% among 360,000;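 active = inhibition above a per-plate limit, mean inhibition of low control wells plus 3 SD, cut at about 25% in these data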;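 note: 0% = DMSO wells with enzyme and 100% = wells lacking Arfgap1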
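System: truncated rat Arfgap1 GAP domain / Benchmarks: high control wells lacking Arfgap1, low control full reaction with DMSO / Times: compound-enzyme preincubation 20 min, reaction 120 min, detection 60 min, 25 °C / Repeats: one replicate per compound / Also added: human ARF1(Δ1-17)-GTP substrate / Measured by: Tracer-displacement fluorescence polarization with EDTA stop, 620/688 nm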
PG9 binder = binders of HIV-1 gp120 antibody PG9, primary screen, biochemical, TR-FRET. hit rate 0.43% among 360,000. TR-FRET gp120-PG9 antibody binding. inhibition, % at 6.7 µM. AID 624416, 2012; in the data active = inhibition above about 8.5%
GC-B act = human GC-B receptor activators, primary screen, HEK293 GC-B cells, cGMP TR-FRET, EC30 CNP | Atrial natriuretic peptide receptor 2 (Homo sapiens), P20594 | 0% at EC30 CNP, 100% saturating CNP | activation, % at 10 µM | hit rate 0.11% among 370,000;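 active = activation at 10 µM reaching about 35% in either raw or pattern-adjusted values, limit read from the data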
Target sequence (P20594 whole entry, looked up): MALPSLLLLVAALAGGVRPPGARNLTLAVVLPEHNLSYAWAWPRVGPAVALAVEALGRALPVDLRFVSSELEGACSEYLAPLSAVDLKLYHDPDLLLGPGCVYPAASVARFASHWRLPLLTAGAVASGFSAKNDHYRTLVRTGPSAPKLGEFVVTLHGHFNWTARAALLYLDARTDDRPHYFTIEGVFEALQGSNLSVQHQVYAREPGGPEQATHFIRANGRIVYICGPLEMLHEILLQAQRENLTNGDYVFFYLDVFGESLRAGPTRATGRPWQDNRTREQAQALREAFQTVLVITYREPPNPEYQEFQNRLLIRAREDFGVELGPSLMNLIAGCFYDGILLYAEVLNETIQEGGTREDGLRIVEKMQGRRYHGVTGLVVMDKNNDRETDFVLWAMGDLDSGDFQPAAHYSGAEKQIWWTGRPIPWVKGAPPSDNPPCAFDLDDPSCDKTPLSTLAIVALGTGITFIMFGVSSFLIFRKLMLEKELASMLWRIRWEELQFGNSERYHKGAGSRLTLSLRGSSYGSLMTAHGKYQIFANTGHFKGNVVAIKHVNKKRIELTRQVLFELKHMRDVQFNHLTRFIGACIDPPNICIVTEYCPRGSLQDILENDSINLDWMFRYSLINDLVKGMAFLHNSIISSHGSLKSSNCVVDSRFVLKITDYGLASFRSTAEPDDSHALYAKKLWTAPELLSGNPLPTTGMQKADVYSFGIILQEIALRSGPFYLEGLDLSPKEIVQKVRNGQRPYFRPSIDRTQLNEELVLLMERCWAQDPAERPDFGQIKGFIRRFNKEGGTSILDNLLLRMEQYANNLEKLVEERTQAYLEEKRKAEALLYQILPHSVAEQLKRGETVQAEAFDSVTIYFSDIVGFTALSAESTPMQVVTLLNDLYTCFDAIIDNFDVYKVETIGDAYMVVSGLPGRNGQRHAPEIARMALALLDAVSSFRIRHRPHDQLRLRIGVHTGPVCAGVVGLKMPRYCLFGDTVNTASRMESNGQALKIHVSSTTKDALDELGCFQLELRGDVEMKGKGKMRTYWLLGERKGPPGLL
ASAP1 inh = inhibitors of human ASAP1 ArfGAP activity, primary screen, biochemical, fluorescence polarization | inhibition, % at 16.5 µM | hit rate 0.19% among 360,000 | ASAP1-stimulated ARF1 GTP hydrolysis, GDP FP detection | Arf-GAP with SH3 domain, ANK repeat and PH domain-containing protein 1 (Homo sapiens), … | AID 624377, 2012; in the data active = inhibition above about 25%;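 note: 0% = vehicle with enzyme and substrate and 100% = no enzyme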
rCAG binder = binders of r(CAG) RNA repeats, primary screen, biochemical, fluorescence | r(CAG) RNA repeat, TO-PRO-1 dye displacement fluorescence | inhibition, % at 3 µM | hit rate 1.3% among 370,000;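 active = inhibition above the plate cutoff, the mean of all test compounds on that plate plus 3 SD, cut at about 35% in these data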;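 note: 0% = DMSO alone and 100% = 100 µM mitoxantrone as full dye displacement; higher means more dye released from RNA so lower well fluorescence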
NPR1 activator = GC-A stimulated cGMP production enhancers – HEK293 GC-A cells, cGMP TR-FRET, EC30 ANP, primary screen; 0% at EC30 ANP, 100% saturating ANP; hit rate 0.14% among 370,000; activation, % at 10 µM; in the data active = activation above about 40%
NR1D1 modulator = modulators of Rev-erb alpha DNA binding, primary screen, biochemical, FITC-DNA, fluorescence polarization, uHTS; Nuclear receptor subfamily 1 group D member 1 (Homo sapiens), P20393; Rev-erbα–FITC-DNA binding, 90 min; activity, % at 10 µM; hit rate 0.79% among 370,000; AID 1259318, 2017;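 active = activity above about 14%, limit read from the data; passing the limit was not always enough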;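 note: 0% = DMSO wells with 35 nM protein and 100% = DMSO wells with 750 nM protein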
SMARCA2 activ = SMARCA2 (BRM) function activators, primary screen, cell-based, luminescence, high throughput; activation, % at 9.1 µM; hit rate 1% among 370,000; AID 652017, 2013; MG213 cells, MMTV-luciferase reporter, dexamethasone, overnight; in the data active = activation above about 7.8%;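 note: 0% = vehicle wells and 100% = reference activator wells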
mABHD4 FP = ABHD4 inhibitors, primary screen, biochemical, fluorescence polarization, mouse. AID 720543, 2013. hit rate 0.54% among 370,000. purified mABHD4, FP-Rh probe fluorescence polarization. inhibition, % at 8.92 µM. (Lyso)-N-acylphosphatidylethanolamine lipase (Mus musculus), Q8VD66;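 active = inhibition exceeding the mean over every tested compound plus 3 SD, cut at about 30% in these data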;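 note: 0% = plate median of compound wells and 100% = S159A mutant with DMSO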
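Assay system: mouse ABHD4 enzyme, wild type / Also added: fluorescent activity-based probe FP-Rh / Doses: single nominal dose of 8.92 µM, 0.89% DMSO final / Timing: 45 min compound pre-incubation plus 60 min probe step, 25 °C / Signal: FP readout, ex 525 nm / em 598 nm / Control set: S159A mutant/DMSO as 100%, compound-well median as 0%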
HTRA1 inh = HTRA1 serine protease inhibitors, primary screen, biochemical, fluorescence polarization, HTS. inhibition, % at 5.96 µM. hit rate 0.5% among 340,000. recombinant HTRA1, FP-rhodamine activity-based probe. AID 504803, 2011; in the data active = inhibition above about 36%;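 note: 0% = enzyme with DMSO and 100% = wells lacking enzyme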
The depositor's hits bear a star; . = not tested or not shown. Compounds were not picked by outcome, and some 4.4% of all compounds hit somewhere here.

compound,ARFGAP1 inh,PG9 binder,GC-B act,ASAP1 inh,rCAG binder,NPR1 activator,NR1D1 modulator,SMARCA2 activ,mABHD4 FP,HTRA1 inh
O=C(OCc1cn(Cc2ccc(F)c(F)c2)nn1)N1CCOCC1,.,.,-2,.,3,-2,7,-3,3,.
C[C@@H]1CN([C@H](C)CO)C(=O)CCCn2nncc2CO[C@@H]1CN(C)C(=O)c1ccccc1,6,0.6,-2,-12,2,4,1,-2,-9,4
CC(=O)c1sc(NC(=O)c2cnc(Cl)c(Cl)c2)nc1C,-5,0.0,-4,-23,13,4,-2,5,-3,-4
Cc1ccc2oc(C(=O)N3CCN(Cc4ncccc4C)CC3)c(C)c2c1,-9,-2.6,-2,4,-8,1,1,0,-3,3
COc1ccc(OC)c(S(=O)(=O)CC(=O)c2cc3ccccc3oc2=O)c1,-1,-1.0,2,-6,16,2,-5,-6,15,.
O=C(NCCc1ccccc1Cl)C1CCN(S(=O)(=O)c2cccs2)CC1,-2,0.3,2,1,-7,-3,-1,-2,0,5
Cc1ccc(C(=O)OCC(=O)c2cc(C)n(CC3CCCO3)c2C)cc1 (centres undefined),1,-1.1,5,16,-7,0,-5,-1,1,-4
CCOC(=O)c1ccc(Oc2nc(NC)nc(OC)n2)cc1,-1,-0.9,-7,-20,0,-1,-3,-3,-10,-3
Cc1ccc2[nH]c(=O)c(CN(CC3CCCO3)C(=S)NCc3ccco3)cc2c1 (centres undefined),-2,-1.4,2,-15,-3,-6,2,-1,-4,-9
Cc1cc2c(c(=O)n1Cc1cccnc1)C(c1ccc(F)cc1)C(C#N)=C(N)O2 (centres undefined),3,0.5,-2,3,-1,-1,1,1,1,0
CCOC(=O)C1CCCN(C(=O)COc2ccccc2F)C1 (centres undefined),5,-2.0,-2,-6,-4,4,-2,-2,1,-2
Cc1c(C(=O)N2CCC(C)CC2)cccc1[N+](=O)[O-],13,1.5,-3,5,-3,1,-3,3,-3,3
COc1ccc(C(=O)N/C(=C\c2ccc3c(c2)OCO3)C(=O)Nc2ccc(C(=O)O)cc2)cc1,2,1.0,-2,2,16,0,-2,-1,-6,-10
Cc1ccc(S(=O)(=O)N(C)C)cc1NC(=O)COC(=O)CCC1CCCCC1,-4,-0.7,8,-5,-4,0,6,-1,-1,-10
O=c1cc(CN2CC(O)Cc3ccc4ccccc4c32)nc2sccn12 (centres undefined),1,-2.1,1,4,0,-7,4,-2,0,-4
CCNc1nc(NCC)n2c(SCC(=O)O)nnc2n1,1,0.3,-5,-12,1,8,-2,0,8,-2
Cc1cc2nc(-c3ccc[nH]c3=O)n(Cc3ccc(F)cc3)c2cc1C,11,0.5,-10,2,8,-6,6,-1,3,7
Cc1cc(S(=O)(=O)N2CC(=O)N(CCc3ccccc3)C(=O)C2)ccc1F,-2,0.1,-3,9,-1,-3,-2,1,-6,2
O=C(OCn1nnc2ccccc2c1=O)c1ccc(N2CCOCC2)c([N+](=O)[O-])c1,5,-1.4,0,-10,0,-1,3,-1,0,2
CC(C)c1ccc(/C=C/C(=O)N2CCc3ccccc3C2)cc1,7,1.1,7,5,-4,-9,5,-3,-2,-36
O=C(Cn1cnc([N+](=O)[O-])n1)N/N=C/c1cccc2ccccc12,17,-0.8,-6,0,1,-5,0,-2,3,-5
CCC/C(=C1/c2ccccc2C(=O)N1c1ccccc1)c1ccc2[nH]ccc2c1,13,-0.1,-16,14,5,-7,6,1,-23,-14
S=C1NC2(CCCCC2)N=C1c1ccccc1,-1,-1.4,6,-4,-3,0,3,-1,-8,-1
COc1ccc(OCCOc2ccccc2[N+](=O)[O-])cc1,-1,1.0,-4,-4,-3,2,0,3,-6,-5
Cc1ccc(S(=O)(=O)N2CCOCC2)cc1NC(=O)COC(=O)C1=COCCO1,10,1.6,0,-2,-2,1,2,0,0,-5
Cc1csc(=O)n1CC(=O)OCC(=O)Nc1cc([N+](=O)[O-])ccc1Cl,-11,-1.4,1,-22,2,0,2,4,-2,-2
CCOC(=O)c1nn(-c2ccccc2)cc1O,-7,-0.4,2,5,-1,2,0,3,-4,3
O=C(O)c1ccccc1C(=O)NC1CCCCNC1=O (centres undefined),10,0.6,0,3,-3,5,-3,4,3,17
CCOc1ccc2nc(N3CCCC(C(=O)N4CCN(CC)CC4)C3)sc2c1 (centres undefined),-2,-1.0,3,-4,-2,-1,-9,2,8,1
O=C(CSc1ncn[nH]1)Nc1ccc(OCc2ccccc2)cc1,-8,0.1,-1,-8,-1,6,-3,0,2,-21
O=C(CN1CCN(Cc2ccccc2)CC1)Nc1cccc(Cl)c1,10,-1.6,5,-1,0,31,-3,0,9,0
O=C(NCc1ccccc1Cl)C1CCC(=O)N(C2CCCC2)C1 (centres undefined),-3,-2.6,-2,-5,-1,-1,-3,1,4,1
Cc1sc2nc(COC(=O)c3c(F)cccc3F)[nH]c(=O)c2c1C,9,1.6,-2,4,-2,4,1,0,-1,-6
CCOc1cc2c(cc1/C=C/C(=O)O)OC(C)C2 (centres undefined),1,0.5,4,1,-1,4,-7,0,10,4
Clc1ccc(OCc2nc(-c3ccccn3)no2)c(Br)c1,1,-1.3,-7,0,0,15,-5,6,-14,-9
CCOC(=O)c1ccccc1NC(=O)CSc1nc2ccccc2c(=O)n1CCCN1CCOCC1,2,-0.5,-8,-10,5,-15,8,-3,6,-3
COC(=O)CN(c1cccc(F)c1)S(C)(=O)=O,16,-2.5,11,-2,1,2,4,1,-6,-7
CCCNc1c(NS(=O)(=O)c2ccc(C)c(C)c2)c(=O)oc2ccccc12,9,-1.3,-2,-10,-2,-5,0,-1,2,-10
CCOC(=O)C1=C(CS(=O)(=O)c2ccccc2)NC(=O)NC1c1ccccc1OCC (centres undefined),1,-1.7,-9,12,-3,5,-3,0,4,2
Cc1ccc(NC(=O)N2CCC(O)(c3cccnc3)CC2)cc1,12,0.7,3,8,2,-1,2,-1,-5,3
O=c1[nH]n2c(=O)c3c([nH]c2c1N=Nc1cccc(C(F)(F)F)c1)CCCC3,-2,-3.8,1,8,99*,-4,1,-4,59*,36
CC(NC(=O)C1CCN(S(=O)(=O)c2ccc3c(c2)NC(=O)CO3)CC1)c1ccccc1 (centres undefined),11,-2.2,-5,-3,-1,3,-3,0,2,2
O=C(NC(c1ccc(-c2ccccc2)cc1)c1cnccn1)C1CCN(Cc2cccs2)CC1 (centres undefined),10,-0.7,-5,-1,-1,2,-3,0,-3,.
COc1ccc(NC(=O)CN(C)C(=O)c2oc3c(ccc4ccccc43)c2C)cc1,-2,-2.9,2,3,7,4,3,1,-14,-52
O=C(O)c1ccc(NCc2ccncc2)cc1,11,-1.2,1,-3,-1,3,3,-3,6,-3
CC(C)(C)c1ccc(-n2ncc3c2CCCC3NC(=O)c2csnn2)cc1 (centres undefined),2,-0.6,-6,-1,0,-1,-2,-1,-5,2
CCCSCCCNC(=O)c1ccc(C)c(NC(=O)C2=C(C)OCCS2)c1,-9,-2.1,5,16,-5,0,-2,-3,-6,-4
CCC(NC(=O)c1cc(COc2ccc(C)nc2)on1)c1ccc(C)cc1 (centres undefined),6,-1.4,3,-7,-10,-1,-3,-3,0,-3
CCc1ccccc1NC(=O)CSc1nc2n[nH]c(C)c2c(=N)n1-c1ccc(OC)cc1,1,-2.4,-14,3,5,-12,-2,-4,-11,-23
CCOc1cc(C#N)c(NC(=O)c2ccco2)cc1OCC,17,1.8,2,-14,0,1,4,0,5,2
CCN(c1ccccc1)S(=O)(=O)c1nnc(NC(=O)CC(C)C)s1,0,-0.6,0,5,4,6,-1,1,2,-3
CN(CC1COc2ccccc2O1)C(=O)CSc1ncnc2sccc12 (centres undefined),1,-0.9,-5,-1,3,1,12,4,2,-7
S=C(NCCCn1ccnc1)Nc1cccc(Cl)c1,3,-0.3,-1,-4,-1,-2,5,-4,-1,0
O=C(NC(=S)Nn1cnc2c(cnn2-c2ccccc2)c1=O)c1ccc(Cl)cc1,4,-2.1,1,3,13,0,-4,0,2,5
CCCC(NC(=O)CCc1c(C)c2cc3c(C)c(C)oc3cc2oc1=O)C(=O)NC(Cc1ccc(Cl)cc1)C(=O)O (centres undefined),-8,-0.7,-5,1,8,1,5,-4,-5,.
CC1(C)C(=O)OC(c2cccs2)C(C)(C)C1=O (centres undefined),10,-1.1,-3,11,-3,1,-1,1,-5,0
Cn1c(N)c(C(=O)CSc2nnc(C3CC3)n2Cc2ccccc2)c(=O)n(C)c1=O,8,-2.5,2,-15,-1,1,-5,-2,1,3
Cn1c(SCC(=O)c2ccccc2)nnc1-c1cccs1,10,-0.8,-5,-4,-1,-1,-1,4,-3,0
Cc1[nH]c2ccccc2c1C(=O)COC(=O)C1CC(=O)N(Cc2ccco2)C1 (centres undefined),-4,-2.0,-5,20,-2,-1,3,-1,4,-6
CC1CC(C)CN(CCCNC(=O)c2ccc3c(SCC(=O)O)c4c(nc3c2)CCC4)C1 (centres undefined),2,2.2,3,-2,-4,2,4,-4,6,9
O=C(NCc1cccnc1)c1cc(C2CCCCN2S(=O)(=O)Cc2ccccc2)on1 (centres undefined),-8,-0.5,-6,-11,0,-4,-3,-2,0,.
CCCS(=O)(=O)NC(=O)C1(C)CCCN(C(=O)c2ccc3snnc3c2)C1 (centres undefined),-2,1.5,5,7,3,1,0,-2,-3,.
CC(C)c1cccc(-c2csc(C(O)c3cccc(Cl)c3)n2)c1 (centres undefined),15,-1.0,-3,-2,2,-4,-3,-2,-22,.

Random excerpt: 2 compounds from above.
compound,ARFGAP1 inh,PG9 binder,GC-B act,ASAP1 inh,rCAG binder,NPR1 activator,NR1D1 modulator,SMARCA2 activ,mABHD4 FP,HTRA1 inh
Cn1c(N)c(C(=O)CSc2nnc(C3CC3)n2Cc2ccccc2)c(=O)n(C)c1=O,8,-2.5,2,-15,-1,1,-5,-2,1,3
O=C(OCc1cn(Cc2ccc(F)c(F)c2)nn1)N1CCOCC1,.,.,-2,.,3,-2,7,-3,3,.

From PubChem BioAssay
